Screening data as filed in PubChem.
SW480 rereplic – inducers of DNA re-replication in SW480 colon cancer cells | AID 624297 | Potency, µM (titrated, usually from 46.1 µM), for the others: at the top dose re-replication activation, hits mostly activators | SW480 DNA re-replication, Hoechst DNA content imaging, 48 h | hit rate 1.8% among 340,000; also: potency is read from the fitted curve at half-maximal effect; % of control where 0% means no effect; nearly all actives have a fitted effect of over 55% in size
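Cells (250 per well) received 23 nL compound or DMSO by pin tool and were kept 48 hr at 37 C, 5% CO2. Nuclei were then stained with Hoechst for 40 min and scanned for DNA content.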
GLP1R cytotox – cytotoxic in the GLP-1 receptor inverse agonist counter-screen; HEK293 cAMP-luciferase reporter cells, luminescence, 24 h; Potency, µM (series often up to 38.3 µM), for the others: top-dose activity change, negative = inhibition, usual class: inhibitors; hit rate 0.13% among 410,000; AID 624418;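 also: loss of luciferase light is scored as toxicity; potency is read from the fitted curve at half-maximal effect; % is scaled to controls: 0 for no effect and ±100 for the full control effect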
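Compound-treated cells are incubated 24 hr at 37 deg C under 5% CO2 after a 12 hour attachment period, then luciferase detection reagent is added and luminescence is measured following 12 min at room temperature; lowered signal indicates toxicity.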
KB-3-1 tox – KB-3-1 parental cell cytotoxicity; hit rate 1.4% among 400,000; Potency, µM (top dose mostly 46.1 µM), inactives show at the top dose activity change, negative = cytotoxic, actives largely listed as cytotoxic; KB-3-1 viability, CellTiter-Glo ATP luminescence, 72 h; also: potency is read from the fitted curve at half-maximal effect; % is scaled to controls: 0 for no effect and ±100 for the full control effect; nearly all actives have a fitted effect of over 60% in size
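Cytotoxicity in the drug-sensitive parental line KB-3-1 was scored as loss of CellTiter-Glo luminescence following 72 h incubation with compound. Values come from curve fitting of normalized concentration-response data.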
KB-V1 cytotox – kills drug-selected multidrug resistant KB-V1 cells | hit rate 3.4% among 400,000 | KB-V1 MDR cells viability, CellTiter-Glo, 72 h | Potency, µM (highest dose often 46.1 µM), inactives show top-dose activity change, negative = cytotoxicity, usual class: cytotoxic; also: potency is read from the fitted curve at half-maximal effect; % is scaled to controls: 0 for no effect and ±100 for the full control effect; nearly all actives have a fitted effect of over 60% in size
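Potencies derive from concentration-effect curves fitted to normalized luminescence (CellTiter-Glo) of KB-V1 cells treated for 72 h at 37 degrees C in phenol-red-free DMEM containing 10% FBS.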
HT1080 IDH1KD tx – kills HT-1080 cells with IDH1 knockdown | HT-1080 IDH1 knockdown viability, ATP luminescence, 48 h | Potency, µM (top dose mostly 46.1 µM), for the others: at the highest dose activity, negative = toxicity, most hits filed as cytotoxic | hit rate 2% among 360,000 | AID 686971;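 also: potency is read from the fitted curve at half-maximal effect; 0% = DMSO wells and -100% = cell-free medium wells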
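HT-1080-IDH1KD cells (IDH1 knocked down), 750/well in RPMI with 5% FBS, treated with compound 48 h at 37 degrees C. Viability by CellTiter-Glo luminescence, normalised to DMSO and no-cell wells; concentration-response curves classed.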
MCF10A rerep – induces DNA re-replication in MCF 10a normal breast cells. MCF 10A DNA re-replication, Hoechst nuclear intensity, 48 h. Potency, µM (titrated, usually from 46.1 µM), without a hit: top-dose activity, positive = re-replication, actives largely listed as activators. hit rate 2.9% among 350,000. AID 624296; also: potency is read from the fitted curve at half-maximal effect; % of control where 0% means no effect; nearly all actives have a fitted effect of over 50% in size
D3 ag – agonists of human D3 dopamine receptor | hit rate 0.58% among 410,000 | AID 652048 | D3R DiscoveRx beta-arrestin cells, luminescence, 90 min | max activation, % | P35462; in the data active = max activation above about 30%; also: 0% is about no effect; mostly tested at two doses, the higher about 12 µM
Target sequence (P35462 whole entry, looked up): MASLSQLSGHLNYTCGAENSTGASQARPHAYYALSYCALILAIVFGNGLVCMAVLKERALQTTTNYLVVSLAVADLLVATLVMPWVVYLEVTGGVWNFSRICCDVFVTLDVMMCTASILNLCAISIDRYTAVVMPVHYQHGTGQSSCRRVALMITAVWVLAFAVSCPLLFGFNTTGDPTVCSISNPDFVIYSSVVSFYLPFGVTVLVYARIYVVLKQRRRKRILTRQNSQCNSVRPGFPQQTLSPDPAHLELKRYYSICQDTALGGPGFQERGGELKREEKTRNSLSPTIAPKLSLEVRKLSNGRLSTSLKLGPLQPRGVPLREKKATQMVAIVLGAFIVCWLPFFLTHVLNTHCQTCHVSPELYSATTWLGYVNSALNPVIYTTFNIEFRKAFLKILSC
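Agonist-mode cell screen: cells plated at 1500/well and incubated overnight at 37 °C, then exposed to library compounds for 90 min at 37 °C. Detection reagent was added for 30–60 min at room temperature, and luminescence was read.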
IL-1B inflam inh – inflammasome signaling inhibition, IL-1 beta readout; THP-1 LPS/ATP IL-1B secretion, AlphaLISA, 16 h; active compounds read low; activity change, % at 57.5 µM; hit rate 4.7% among 360,000; in the data active = activity change below about -50%; inconclusive = mostly about -30% to -49%; also: % is scaled to controls: 0 for no effect and ±100 for the full control effect
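Secreted IL-1B measured by AlphaLISA bead assay after 16 h compound exposure of THP-1 cells; compounds (final up to 57.5 uM) added 1 h before LPS (250 ng/mL) and ATP (1.25 mM) stimulation; lower signal means less secretion.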
HT1080NT lethal – kills 2HG-producing HT-1080-NT fibrosarcoma cells. hit rate 1.6% among 360,000. HT-1080-NT fibrosarcoma viability, CellTiter-Glo ATP luminescence, 48 h. Potency, µM (highest dose often 46.1 µM), without a hit: at the highest dose activity, negative = less viability, actives largely listed as cytotoxic. AID 686970;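 also: NT is the 2HG producing partner of a matched IDH1 knockdown line; potency is read from the fitted curve at half-maximal effect; 0% = DMSO-treated cells and -100% = media-only wells without cells; nearly all actives have a fitted effect of over 55% in size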
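Viability of the 2HG-overproducing fibrosarcoma line after 48 hours of compound exposure at 37 degrees C was determined by luminescence with CellTiter-Glo, and concentration-effect curves were then fitted and categorized.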
Numbers without * were called inactive; i = inactive; ? = inconclusive; / = not tested or not shown; & = joins results of further samples; [ ] = dose if it differs, or a comment. Unless noted, calls follow the shape of the dose curve; as a rule, active = well fitted curve in the direction sought with a large enough effect; inconclusive = small, poorly fitted or top-dose-only effect, or another doubt; inactive = no such curve, though single readings can be large; an effect the other way counts as inactive or inconclusive.

SMILES | SW480 rereplic | GLP1R cytotox | KB-3-1 tox | KB-V1 cytotox | HT1080 IDH1KD tx | MCF10A rerep | D3 ag | IL-1B inflam inh | HT1080NT lethal
COc1ccc(-c2csc(N3CCN(S(=O)(=O)c4ccc5c(c4)NC(=O)CO5)CC3)n2)cc1 | 9.2µM* | 4% | ? | ? | -23% | 33% | 1 | -14 | -1%
CCOc1ccc(Cc2nc(-c3nonc3N)no2)cc1OCC | -3% | -2% | -21% | -6% | -4% | 3% | 2 | -3 | -3%
CCOC(=O)c1cc(C(=O)NC(C)c2ccccc2)c(=O)[nH]c1C (configuration not stated) | -27% | 3% | 0% | 2% | 7% | 3% | -8 | 7 | 10%
CCc1nc(SCc2ccccc2)n[nH]1 | 15% | -1% | 0% | 26% | -14% | ? | -2 | -12 | 2%
CNC(=O)COC(=O)c1nc(-n2nc(C)cc2C)ccc1Cl | -14% | 4% | -8% | 11% | 13% | 9% | 6 | 4 | 3%
COc1cc(/C=C(\C#N)C(=O)NCC2CCCO2)ccc1OC(C)C (configuration not stated) | -3% | -7% | 1% | -18% | -11% | -4% | -15 | 0 | -1%
COc1cc([N+](=O)[O-])ccc1NC(=O)CCCOc1ccccc1 | -6% | -13% | 0% | -5% | 5% | 3% | 0 | -25 | 1%
COc1ccc(S(=O)(=O)N2CCc3ccccc32)cc1[N+](=O)[O-] | 0% | 5% | ? | -2% | -11% | -4% | 1 | -2 | -3%
CN(CCC#N)S(=O)(=O)c1ccc2c(c1)c(=O)n(C)c(=O)n2C | -8% | -3% | 1% | 6% | 7% | ? | 1 | 5 | 2%
O=C(CNS(=O)(=O)c1c(Cl)cccc1Cl)OCC(=O)c1ccc[nH]1 | -30%[inhibitor] | 0% | 0% | 1% | -2% | -1% | -3 | 0 | 30%
COc1cc2c(cc1OC)CN(C1CCC(C)CC1)CC2 (configuration not stated) | ? | -3% | 0% | 6% | 12% | -1% | -11 | 11 | ?
Cc1cc(C)cc(OCCSc2nc3ccc(NC(=O)c4ccc5c(c4)OCO5)cc3s2)c1 | / | 0% | 0% | 2% | / | / | 7 | / | /
CC(C)CC1C(C#N)=C(N)SC(N)=C1C#N | -3% | -10% | 1% | 1% | 2% | 0% | -1 | 13 | 3%
Cc1onc(-c2ccccc2)c1C(=O)OCC(=O)c1ccc(F)cc1 | / | 4% | -2% | ? | 0% | / | 2 | 7 | 3%
O=C(CSc1nc2ccccc2o1)NCCOc1ccccc1 | -7% | 1% | 7% | -16% | 9% | 5% | -2 | 0 | 27%
O=C(Cc1ccc(-n2c(=S)[nH]c3ccccc3c2=O)cc1)N1CCC(N2CCCCC2)CC1 | -11% | -11% | -1% | 3% | 1% | 11% | 1 | -4 | -1%
O=C(c1ccncc1)N1CCN(CCc2ccccc2)CC1 | ? | 1% | -9% | -15% | 2% | 18µM* | -3 | 4 | -3%
CCOc1ccc(N(C)S(=O)(=O)c2cc(-c3cc(C)no3)ccc2OC)cc1 | -36%[inhibitor] | -14%&0% | -2% | -8% | -25% | 10% | 12&-3 | -10 | -13%
COc1ccc(/C=N/N2C(=O)C3C4C=CC(CC4)C3C2=O)c(OC)c1 (configuration not stated) | -5% | -3% | 26% | 5% | 2% | 6% | 5 | 9 | 5%
COC(=O)NNC(=O)COc1cc(C)ccc1C | -2% | -1% | 5% | 13% | -1% | -5% | -4 | i | 0%

Just IL-1B inflam inh, KB-3-1 tox and HT1080 IDH1KD tx, for some of the entries so far:
SMILES	IL-1B inflam inh	KB-3-1 tox	HT1080 IDH1KD tx
O=C(c1ccncc1)N1CCN(CCc2ccccc2)CC1	4	-9%	2%
CCOc1ccc(N(C)S(=O)(=O)c2cc(-c3cc(C)no3)ccc2OC)cc1	-10	-2%	-25%

Next section
SMILES | SW480 rereplic | GLP1R cytotox | KB-3-1 tox | KB-V1 cytotox | HT1080 IDH1KD tx | MCF10A rerep | D3 ag | IL-1B inflam inh | HT1080NT lethal
O=C(Nc1cccc(OC(F)(F)F)c1)C1Cc2c(-c3ccc4c(c3)OCO4)ccnc2O1 (configuration not stated) | / | -4% | 0% | 1% | 23µM* | / | -9 | -5 | ?
CCc1nc(SCc2ccc(Br)cc2)n[nH]1 | -9% | 5% | -3% | 8% | -9% | -5% | 2 | 0 | -3%
COc1cc(Cl)c(C)cc1NC(=O)CSc1nnc(CN2CCCC2)o1 | 0% | 4% | 13% | 0% | 8% | 0% | 0 | 5 | 0%[9.24 µM]
CC(C)C[C@@H](COCc1ccc(C(F)(F)F)cc1)N1CCN(C(=O)c2ccc(C(F)(F)F)cc2)CCC1=O | / | -26% | ? | -24% | ? | / | 8 | -76* | ?
O=C(Cc1ccccc1)c1c[nH]c(C(=O)NCc2ccncc2)c1 | 0% | 18% | -3% | -1% | 5% | -2% | 1 | 8 | -3%
COc1cccc(C(=Cc2ccc([N+](=O)[O-])cc2)C(=O)O)c1 | / | -1% | ? | -1% | 10% | / | 3 | 25 | 5%
CCOC(=O)c1c(S(=O)(=O)NCC(=O)N(C)c2ccc(C)cc2)c(C)n(C)c1C | / | -2% | -2% | ? | / | / | -2 | / | /
CCOC(=O)c1ccccc1N1C(=O)C2Sc3[nH]c(=O)sc3C(/C=C/c3ccccc3)C2C1=O (configuration not stated) | -2% | -3% | 18% | 22% | 16% | ? | -12 | 2 | 17%
CCOc1ccc(NCCC(=O)c2ccc3c(c2)OCO3)cc1 | 1% | 4% | -1% | 0% | ? | 3% | -14 | ? | ?
C=CCSc1nnc(NC(=O)CCNC(=O)c2ccco2)s1 | -10% | ? | 17% | 4% | 4% | 6% | -6 | 20 | 10%
O=C(NCCS(=O)(=O)N1CCN(Cc2ccccc2)CC1)c1ccccc1 | ? | 5% | 2% | 16% | 4% | 2% | 9 | 5 | 5%
COc1ccc(CCNC(=O)CCCCCN2C(=O)c3ccccc3C2=O)cc1OC | 1% | 9% | -2% | 10% | 22% | 1% | 25 | 20 | 25%
Cc1ccc(N=c2sc(C)c(C)n2C)cc1 | -700%[inhibitor] | -16% | -4% | -10% | 12% | -1% | 2 | 0 | 8%
COC(=O)c1c(NC(=O)COC(=O)c2ccc(O)cc2)sc2c1CCCCC2 | ? | 2% | -2% | -6% | -6% | 13µM* | 2 | -79* | 2%
O=C(NCCCN1CCOCC1)NC12CC3CC(CC(C3)C1)C2 | 3% | 0% | 8% | ? | 1% | 0% | -2 | 11 | -4%
O=c1[nH]c2ccccc2cc1CN(c1ccccc1)S(=O)(=O)c1ccccc1 | -2% | 24% | -7% | ? | 0% | ? | -1 | 12 | 10%
COc1ccc(NC(=O)c2cc(S(=O)(=O)N3CCCC3)ccc2OC)cc1 | ? | -4%&-1% | 22% | -5% | 1% | -1% | -2&-13 | -23 | 6%
CC(C)N(Cc1ccccc1)C(=O)CCc1ccccc1 | -7% | 2% | 2% | -16% | 3% | 4% | -5 | -24 | -2%
Cn1c(N)c(C(=O)COC(=O)CC2CC3CCC2C3)c(=O)n(C)c1=O (configuration not stated) | -9% | 1% | 19% | -16% | -14% | -5% | -1 | 44 | -1%
CCOc1ccc(S(=O)(=O)NCCC(=O)NCC(c2ccc(F)cc2)N2CCOCC2)cc1 (configuration not stated) | -4% | 11% | 6% | -2% | 9% | 0% | -9 | 4 | 9%
N#CNC(=Nc1cccc(Cl)c1)Oc1ccccc1 | 3% | 3% | -14% | 9% | 1% | 17% | 5 | 0 | -3%
O=Cc1cccnc1SCc1ccccc1 | 2.6µM* | -22% | ? | 15µM* | ? | 20% | -7 | 54 | ?
O=C(COc1ccc(C(=S)N2CCOCC2)cc1)N1CCCC1 | -2% | 1% | 1% | 22% | 15% | -1% | -3 | 10 | 17%
COc1ccc(C(=O)NNC(=O)C(Cc2ccc(O)cc2)NC(=O)c2ccccc2NC(=O)c2ccc(OC)cc2)cc1 (configuration not stated) | -4%&-4% | 13%[1.53 µM] | ? | 4% | 0% | 1%&0% | -6 | 5 | -13%
OC1CCN(c2c3c(nc4cc(-c5ccc(Cl)cc5)nn24)CCC3)CC1 | 0% | -9% | 13% | ? | -12%[9.24 µM] | 12% | 9 | ? | -6%
Cc1onc(-c2c(Cl)cccc2Cl)c1C(=O)N1C(C)CCCC1C (configuration not stated) | 4% | -4% | 9% | 15% | 3% | 8% | 2 | -3 | 3%
N#C/C(=C(/O)c1ccc(-c2cccc([N+](=O)[O-])c2)o1)c1nc2ccccc2s1 | 3% | ? | 0% | 8% | -1% | ? | -7 | 66 | ?
CC(=O)c1cc(F)c(N2CCCCCC2)cc1C | -4% | -4% | 24% | 11% | -9% | ? | 1 | 22 | -1%
Cn1c(SCc2ccc(Cl)cc2)nnc1-c1ccc2nonc2c1 | 18% | 13% | -5% | -23% | 3% | 5% | 5 | -6 | 4%
Cc1nnc(N2CCC(C(=O)NCCc3ccccc3)CC2)c2nn(-c3ccc(Cl)cc3)c(C)c12 | / | 1% | -5% | 8% | / | / | -5 | / | /
CCOC(=O)CCc1c(C)c2ccc(OCc3cc([N+](=O)[O-])ccc3OC)cc2oc1=O | -5% | 15% | 18% | -17% | 20% | 16% | 8 | -1 | 10%
CC(=O)Nc1ccc(NC(=O)C(C)OC(=O)c2ccc3c(c2)OCCO3)cc1 (configuration not stated) | -18% | -2% | 25% | ? | 1% | 2% | -5 | 6 | 0%
COc1ccc(C(=O)Nc2cc(-c3ccccc3)nn2-c2ccccc2)cc1 | / | -9% | 0% | 2% | / | / | 3 | / | /
CC(=O)NN1C(=O)/C(=C2/Sc3ccc(Cl)cc3N2C)SC1=S | -3% | -2% | -2% | ? | -16% | 0% | 7 | 10 | -8%
